SRC3 TRFRET art: counter-screen for PPARgamma SRC-3 recruitment agonists: TR-FRET artefact. PPARgamma/SRC-3 format; active compounds read high. TR-FRET ratio at 8 µM. 99,000 compounds, 0.39% hits. AID 1048; in the data active = TR-FRET ratio above about 2000; note: inactives centre near 1600; reference of the scale not given here
SRC1 TRFRET art: counter-screen for PPARgamma SRC-1 recruitment agonists: TR-FRET artefact | TR-FRET detection artefact counter-screen, emission ratio; active compounds read high | TR-FRET ratio at 8 µM | 99,000 compounds, 0.34% hits | AID 1051; in the data active = TR-FRET ratio above about 2300; note: inactives centre near 1800; reference of the scale not given here
* hit, by the source's call; & = joins results of further samples. Only part of the results is shown; the hit share may differ from the screen's.

smiles	SRC3 TRFRET art	SRC1 TRFRET art
CCOC(=O)c1sc2nc(CSc3ccccc3)nc(N3CCC(C(N)=O)CC3)c2c1C	1676	2080
CCOC(=O)c1c(C)oc2c1C(=O)c1ccccc1C2=O	1349	1939
O=c1[nH]c2ccccc2n2cnnc12	1715	2098
O=C(c1ccccc1SCc1ccccc1)N1CCCCCC1	1479	1606
Cc1ccc2cc(/C=N/NC(=O)c3ccccc3[N+](=O)[O-])c(Cl)nc2c1	1430	2125
CCOC(=O)C1(CC2CC2)CCN(Cc2ccc(C(=O)OC)cc2)CC1	1483	1588
COc1cccc(OCCOCC(O)CN2CCN(Cc3ccc(Cl)cc3)CC2)c1 (stereo not drawn)	1526	1663
COc1ccc(/C=C(\C#N)C(=O)OCC(=O)Nc2c(C)cccc2C(C)C)cc1	1612	1802
CCOc1ccc(-n2nnnc2-c2nc3ccccc3s2)cc1	1583	1818
COc1ccc(C=C2C(=O)c3ccccc3C2=O)cc1O	1699	1909
COc1ccc(CN(C(=O)c2nsc(Cl)c2Cl)C(C(=O)NC2CCCC2)c2ccc(C)cc2)cc1 (stereo not drawn)	1490	1802
C/C(=C\c1ccccc1)C(=O)NCCN1CCOCC1	1665	1866
O=C1CCCCC1C(=O)c1cn(-c2ccc(Cl)c(Cl)c2)nn1 (stereo not drawn)	1650	1902
CCOc1cc(C(=O)OCC(=O)Nc2cccc(C)c2)ccc1OCC(=O)N1CCOCC1	1687	1757
Cc1cc(C(=O)COC(=O)c2nccnc2N)c(C)n1C	1559	1611
O=C1c2cccc3cccc(c23)C(=O)N1Cc1ccco1	1639	1481
C[C@H]1CC[C@H]2C(=O)N3[C@H](c4ccccc4Br)[C@@H](C)CC[C@H]3C(=O)N2[C@@H]1c1ccccc1Br	1601	1684
CCc1ccc(C(=O)NC2CCCCC2)s1	1498	1817
C/C(CC(=O)Nc1ccccc1Cl)=N\NC(=O)C(=O)NCCO	1661	1932
Cc1cccc(NC(=O)/C(C#N)=C/c2cn(CC(=O)NCc3ccco3)c3ccccc23)c1C	1744	1849
Cc1[nH]c2c(C)cccc2c1CC(=O)O	1694	1875
O=C(Nc1ccc(Cl)c(Cl)c1)c1cccc(S(=O)(=O)NCc2cccnc2)c1	1588	1912
C#CCNC(=O)C1CCN(c2cc(C)nc(-c3ccccc3)n2)CC1	1741	1840
COC(=O)c1ccc(Oc2ccc(C(F)(F)F)cn2)cc1	1755	2107
COc1cc(S(=O)(=O)NCc2ccccc2)ccc1Br	1609	1725
COc1ccc(OC)c(-c2csc(NC(=O)CSc3ccccc3)n2)c1	1760	1761
CC(=O)Nc1nnc(C2=COCCO2)o1	1395	1776
COc1cc(OC)cc(C(=O)Nc2nc(-c3ccccc3)c(-c3ccccc3)o2)c1	1590	1688
Cc1ccccc1CC1(CO)CCCN(Cc2cn[nH]c2-c2ccccc2)C1 (stereo not drawn)	1347	1807
CN1CCN(C2=Nc3ccccc3Oc3ccc(Cl)cc32)CC1	1607&1312	1749&1464
C=CCNC(=O)CSc1nnc(-c2ccccc2Br)n1-c1cccc(C(F)(F)F)c1	1680	1824
CCN1CCN(c2nc(N)c([N+](=O)[O-])c(Nc3ccc(C)cc3)n2)CC1	1535	1665
CCCCn1c(CNC(=O)CC)nc2ccccc21	1605	1773
C/C(=N\NC(=O)c1cccnc1)c1cccc([N+](=O)[O-])c1	1630	1947
O=C(Nc1cccc(Cl)c1)c1cc([N+](=O)[O-])ccc1N1CCN(CCO)CC1	1540	1620
Cc1nnc(NC(=O)CSc2nccn2-c2ccc(F)cc2)s1	1698	1760
O=C(Cc1ccccc1)Nc1ccc(NC(=O)c2cccs2)c(Cl)c1	1498	1884
Cc1nnc(SCC(=O)N2c3ccccc3C(C)(c3ccc(Cl)cc3)CC2(C)C)s1 (stereo not drawn)	1367	1778
Brc1ccc(/C=N/Nc2ccccc2)cc1	1570	1821
Cc1cc(C)c(NC(=O)CO/N=C2\CCCc3nonc32)c(C)c1	1438	1706
CCOC(=O)C(O)(CC(=O)c1ccc(Cl)cc1)C(=O)OCC	1568	1783
Cc1cc(C(=O)NC(=S)Nc2cccc(C(=O)O)c2C)ccc1[N+](=O)[O-]	1584	1730
COc1ccc(N2CCN(C(=O)c3sc4nc(-c5ccc(F)cc5)cn4c3C)CC2)cc1	1822	1947
O=C(/C=C/c1ccc(Br)cc1)Nc1ccc(S(=O)(=O)Nc2ncccn2)cc1	1617	1795
Cn1cnnc1Sc1ccc(S(C)(=O)=O)cc1[N+](=O)[O-]	1643	1506
Cc1sc2nc(CN3CCCCC3)nc(Cl)c2c1C	1637	1625
Cc1cc(N2CCCc3ccccc32)n2ncnc2n1	1576	2060
NC1=NC(=O)/C(=C/c2ccsc2)S1	1569	1833
C=C(C)c1cccc(C(C)(C)NC(=O)Nc2cc(C)ccn2)c1	1540	1884
NC(=O)[C@@H]1CCNc2c(I)cc([N+](=O)[O-])cc2C(=O)N[C@@H](CO)C(=O)N[C@@H](Cc2ccc(O)cc2)C(=O)N1	1708	1987
Cc1cccc(CSc2nnc(Cn3c(=O)sc4ccccc43)n2C)c1	1637	1556
Cc1c(NC(=O)COC(=O)c2ccc(S(=O)(=O)N3CCOCC3)cc2)c(=O)n(-c2ccccc2)n1C	1417	2007
COc1ccc(/C=C/CN2CCN(CCc3ccccc3)C(CCO)C2)cc1 (stereo not drawn)	1403	1698
CC(=O)C1=C(c2ccc(Br)cc2)C(=O)c2ccccc2C1=O	1724	1752
CCn1c2ccc(CC(=O)O)cc2c2cc(CC(=O)O)ccc21	1370	1918
CN(C)C(=O)c1ccc(NC(=O)COc2ccc([N+](=O)[O-])cc2)cc1	1654	1747
Cc1cccc(N2CCN(C(=O)COc3cccc4c3OC(C)(C)C4)CC2)c1C	1678	2059
CC(=O)c1sc(NC(=O)c2c(F)cccc2F)nc1-c1ccccc1	1632	1891
O=C(Nc1nnc(SCc2ccc(F)cc2)s1)c1ccccn1	1348	1628
S=C(NCCN1CCOCC1)Nc1ccc(Br)cc1	1752	1775

Continuation.
smiles	SRC3 TRFRET art	SRC1 TRFRET art
CC(C)[C@H](NC(=O)c1ccccc1)C(=O)OCC(=O)Nc1ccc(Cl)cc1C(F)(F)F	1522	2034
Cc1cc(Cl)ccc1NC(=S)NCCN1CCOCC1	1828	1921
COc1cc(C(=O)NC2CCCC2)c(Br)c(OC)c1OC	1715	2028
Cc1ccc(C(=O)/C=C/c2cn(CC(O)CN3CCOCC3)c3ccccc23)cc1 (stereo not drawn)	1538	1757
Cc1c(C(=O)NC(C(C)C)C(C)C)cccc1[N+](=O)[O-]	1561	1859
O=C(c1ccc(Sc2ccc(F)cc2)c([N+](=O)[O-])c1)N1CCOCC1	1652	1851
CN(C)/C=C/C(=O)c1cccc(C(F)(F)F)c1	1454	1727
COC(=O)c1cc(NC(=O)Cc2ccccc2[N+](=O)[O-])ccc1Cl	1834	1873
CC(C)Cc1cc(C(=O)NCc2ccco2)no1	1295	1834
COC(=O)c1ccc(-n2ccnc2)cc1	1391	1789
Cc1csc(C(C#N)C(=O)c2ccncc2)n1 (stereo not drawn)	1733	1677
Cc1ccc2nc(-c3ccccn3)cc(C(=O)NC(C)C(C)(C)C)c2c1 (stereo not drawn)	1336	1719
COc1ccc(Cc2n[nH]c(=S)n2NC(=O)Nc2ccc(C)cc2)cc1	1431	1674
O=[N+]([O-])c1cc(/C=N/N2CCN(Cc3ccccc3)CC2)ccc1Cl	1434	1747
CC(=O)SCC(Cc1ccccc1)C(=O)NCC(=O)OCc1ccccc1 (stereo not drawn)	1408	1880
COc1ccc(/C=N/NC(=O)c2cccc(Br)c2)cc1CSc1ccccn1	1576	1594
c1csc(-c2noc(CN3CCc4sccc4C3)n2)c1	1457	1671
CC(=O)NC(CC(=O)O)c1ccc(F)cc1 (stereo not drawn)	1782	1624
CCOC(=O)c1ccc(NC(=O)c2cc3c(C)nn(-c4ccccc4Cl)c3s2)s1	1343	1573
CCOC(=O)C1CCN(C(=O)c2ccc(CNS(=O)(=O)c3ccc(OC)cc3)cc2)CC1	1379	1915
N#C/C(=C/c1ccc(N2CCOCC2)o1)C(=O)Nc1ccccc1	1524	1732
CCn1cc(C(=O)N2CCOCC2)c(=O)c2cc(S(=O)(=O)N(C)C3CCCCC3)ccc21	1473	1883
COc1ccc(CN=C2NC(=O)CC(C(=O)Nc3cc(C)cc(C)c3)S2)cc1 (stereo not drawn)	1668	1763
Cc1onc(-c2ccccc2Cl)c1C(=O)NNC(=O)c1nn(C)cc1Cl	1600	2076
COc1ccccc1N(CC(O)COc1ccc(C)cc1)S(=O)(=O)c1ccccc1 (stereo not drawn)	1380	1764
COc1ccc(NC(=O)N2CCN(C(=O)C(Cc3ccc(F)cc3)NC(C)=O)CC2)cc1 (stereo not drawn)	1600	1699
CCOc1ccc(NC(=O)C2C(C(=O)O)C3(Cl)C(Cl)=C(Cl)C2(Cl)C3(Cl)Cl)cc1 (stereo not drawn)	1593	1454
O=C(NC(=S)Nc1cc([N+](=O)[O-])ccc1O)c1cccnc1	1454	1760
NC(=O)COC(=O)c1cccc2c1-c1ccccc1C2=O	1647	1576
COc1ccccc1CN(C)CC(=O)Nc1ccccc1-c1ccccc1	1561	1812
CC(C)CNC(=O)COc1ccccc1[N+](=O)[O-]	1717	1960
COc1cccc(NC(=S)N(CCc2c(C)[nH]c3ccccc23)Cc2ccco2)c1	1618	1704
Cc1ccc(Nc2nnc(SC(C)C(=O)Nc3c(C)n(C)n(-c4ccccc4)c3=O)s2)cc1 (stereo not drawn)	1671	1849
COc1ccc(CN2C(=O)c3cccnc3C2Nc2cc(Cl)ccc2OC)cc1 (stereo not drawn)	1586	2139
Oc1cccc(/C=N/NC(=S)Nc2cccnc2)c1O	1783	1728
NNC(=O)CNC(=O)CNS(=O)(=O)c1ccccc1	1606	1948
NC(=O)N/N=C/c1c(F)c(F)c(F)c(F)c1F	1568	1540
C/C(CC(=O)Nc1ccccn1)=N\NC(=O)c1ccc(C)cc1	1409	1710
CCOC(=O)c1c(C)oc2cc(Br)c(O)c(Br)c12	1643	1694
CC(C)OC(=O)c1ccc(N)cc1	1753	1734
CCOc1cc(N2CCOCC2)c(OCC)cc1NC(=O)CN1C(=O)C2CC=CCC2C1=O (stereo not drawn)	1504	1860
COC(=O)c1c(NC(C)=O)sc(C)c1C	1679	1777
Cc1nn(C)c(C)c1NC(=O)Nc1ccc(Cl)c(Cl)c1	1547	1634
COc1cc(CCC(=O)OCC(=O)NCC2CCCCC2)cc(OC)c1OC	1621	2037
CN1CCC(OC(=O)c2cccc(Cl)c2)CC1	1563	1826
Cc1ccc(CCNC(=O)C2CCC(=O)N2C(C)C)cc1 (stereo not drawn)	1439	1691
CN(CCc1cnn(C)c1)Cc1cn[nH]c1-c1ccc(-c2ccccc2)cc1	1602	1885
Cc1cccc(C)c1Nc1c(-c2ccc(N3CCOCC3)cc2)nc2ncccn12	1634	1694

Brought forward from above: six compounds; new compounds follow.
smiles	SRC3 TRFRET art	SRC1 TRFRET art
Cc1nn(C)c(C)c1NC(=O)Nc1ccc(Cl)c(Cl)c1	1547	1634
COc1cc(CCC(=O)OCC(=O)NCC2CCCCC2)cc(OC)c1OC	1621	2037
CN1CCC(OC(=O)c2cccc(Cl)c2)CC1	1563	1826
Cc1ccc(CCNC(=O)C2CCC(=O)N2C(C)C)cc1 (stereo not drawn)	1439	1691
CN(CCc1cnn(C)c1)Cc1cn[nH]c1-c1ccc(-c2ccccc2)cc1	1602	1885
Cc1cccc(C)c1Nc1c(-c2ccc(N3CCOCC3)cc2)nc2ncccn12	1634	1694
Nc1cc(N2CCOCC2)c(Cl)cc1[N+](=O)[O-]	1475	1644
Cc1cc(C)c(C(=O)COC(=O)c2cccnc2Cl)c(C)c1	1441	1989
CC(C)(C)C(=O)COC(=O)CCc1nc2ccccc2[nH]c1=O	1480	1758
Cc1cc(NC(=O)CSc2nc3cc(C(=O)NCCCOC(C)C)ccc3c(=O)n2Cc2ccco2)no1	1584	1920
Cc1nnc(Cl)c2nn(-c3ccccc3)c(C)c12	1559	1797
Cc1ncoc1C(=O)N1CCCC(C(=O)c2ccc(-c3ccccc3)c(F)c2)C1 (stereo not drawn)	1647	1914
Cc1cccc(NC(=O)c2c(-c3ccccc3)noc2C)n1	1404	1835
NC(=O)N/N=C/C=C/c1ccccc1	1383	1547
O=C(Cn1cnc2c(cnn2-c2ccc(Cl)cc2)c1=O)N1CCN(c2ccccc2)CC1	1424	1575

Screening data as filed in PubChem.
